DDE Tn7 FP inh – DD(E)-Tn7 binding inhibition, primary FP screen; inhibition, % at 8.3 µM; AID 720508; hit rate 0.13% among 370,000; P02675; FP displacement of FITC-Tn7 peptide from fibrin DD(E); 0% = median of compound wells per plate;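 active = inhibition above the mean of compounds falling within the control limits plus 3 SD of them, cut at about 14% in these data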;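 note: 0% = plate median of compound wells and 100% = 10 µM Aha-Tn7 peptide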
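system = human fibrin DD(E) protein | quantity = DD(E) 2 µM final | medium = Tris/NaCl/CaCl2 buffer, pH 7.8 | also added = labelled Tn7 tracer, 0.1 µM | compound dosing = single point at 8.3 µM | timing = compound with protein 10 min, then 3 h after probe, room temperature | signal = FP measurement | benchmarks = Aha-Tn7 high control | repeats = one replicate per compound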
HTRA1 inh – HTRA1 (human) protease inhibition; hit rate 0.5% among 340,000; recombinant HTRA1, FP-rhodamine activity-based probe, fluorescence polarization; inhibition, % at 5.96 µM; Q92743; AID 504803; in the data active = inhibition above about 36%;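 note: 0% = enzyme with DMSO and 100% = wells lacking enzyme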
Target sequence (Q92743 whole entry, looked up): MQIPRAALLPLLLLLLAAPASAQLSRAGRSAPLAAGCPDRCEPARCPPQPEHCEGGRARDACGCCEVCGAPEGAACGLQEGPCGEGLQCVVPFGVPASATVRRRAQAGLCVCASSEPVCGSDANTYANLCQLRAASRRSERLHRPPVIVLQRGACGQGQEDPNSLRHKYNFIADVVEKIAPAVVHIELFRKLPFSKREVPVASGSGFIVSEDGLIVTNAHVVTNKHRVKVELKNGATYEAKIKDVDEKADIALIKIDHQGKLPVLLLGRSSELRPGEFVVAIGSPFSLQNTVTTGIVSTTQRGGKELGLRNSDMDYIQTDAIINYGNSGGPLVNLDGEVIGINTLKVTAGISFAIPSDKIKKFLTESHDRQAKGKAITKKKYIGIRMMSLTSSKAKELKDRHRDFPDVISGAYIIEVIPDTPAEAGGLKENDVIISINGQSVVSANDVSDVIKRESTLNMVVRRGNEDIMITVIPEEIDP
TCR CD3 inh – human TCR-CD3 binding inhibition; AID 651800; TAMRA-labeled TCR probe fluorescence, biochemical; hit rate 0.37% among 360,000; inhibition, % at 9.4 µM; in the data active = inhibition above about 19%;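 note: recombinant mutant TCR 2C K166C tagged with TAMRA read by polarization; 0% = receptor in buffer alone and 100% = receptor with positive control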
PG9 Ab binder – binds the HIV-1 gp120 antibody PG9 | TR-FRET gp120-PG9 antibody binding | hit rate 0.43% among 360,000 | inhibition, % at 6.7 µM; in the data active = inhibition above about 8.5%
LEDGF integ inh – blocks HIV-1 LEDGF/p75-dependent DNA integration. TR-FRET IN-LEDGF/p75 DNA integration, Eu/Cy5. inhibition, % at 3.7 µM. hit rate 0.64% among 370,000;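 active = inhibition above the screen-wide mean plus 3 SD, cut at about 13% in these data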;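 note: signal is the Cy5 over europium emission ratio at 671 and 618 nm; 0% = plate median of compound wells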
mABHD4 FP – inhibits mouse alpha/beta hydrolase domain 4; hit rate 0.54% among 370,000; inhibition, % at 8.92 µM; purified mABHD4, FP-Rh probe fluorescence polarization;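 active = inhibition exceeding the mean over every tested compound plus 3 SD, cut at about 30% in these data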;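 note: 0% = plate median of compound wells and 100% = S159A mutant with DMSO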
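Assay system: mouse ABHD4 enzyme, wild type / Also added: fluorescent activity-based probe FP-Rh / Doses: single nominal dose of 8.92 µM, 0.89% DMSO final / Timing: 45 min compound pre-incubation plus 60 min probe step, 25 °C / Signal: FP readout, ex 525 nm / em 598 nm / Control set: S159A mutant/DMSO as 100%, compound-well median as 0%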
SIAE primary – inhibitors of human sialic acid acetylesterase SIAE | AID 1053197 | inhibition, % at 9.66 µM | hit rate 0.69% among 370,000 | SIAE FP-Rh probe binding, fluorescence polarization;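 active = inhibition above a cutoff: mean of compounds within the control limits plus 3 SD of those, cut at about 17% in these data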;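 note: 0% = plate median of compound wells and 100% = probe without SIAE protein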
Target sequence (Q9HAT2 whole entry, looked up): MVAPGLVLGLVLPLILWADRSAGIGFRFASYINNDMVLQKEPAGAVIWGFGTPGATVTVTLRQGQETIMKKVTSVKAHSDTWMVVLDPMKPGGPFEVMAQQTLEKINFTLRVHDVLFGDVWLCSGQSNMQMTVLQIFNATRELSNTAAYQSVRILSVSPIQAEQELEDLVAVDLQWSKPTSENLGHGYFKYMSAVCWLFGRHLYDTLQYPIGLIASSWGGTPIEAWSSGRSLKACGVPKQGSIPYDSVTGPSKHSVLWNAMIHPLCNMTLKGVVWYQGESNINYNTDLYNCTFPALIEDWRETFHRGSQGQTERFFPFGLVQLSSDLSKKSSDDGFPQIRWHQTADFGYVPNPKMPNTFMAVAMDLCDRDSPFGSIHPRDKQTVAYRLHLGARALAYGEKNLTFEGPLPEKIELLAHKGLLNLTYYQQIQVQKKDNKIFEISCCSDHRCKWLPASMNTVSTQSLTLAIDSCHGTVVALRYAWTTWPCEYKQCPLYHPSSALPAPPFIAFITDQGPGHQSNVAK
PRMT1 inh – inhibitors of human PRMT1 | Q99873 | recombinant PRMT1, activity-based probe fluorescence polarization | inhibition, % at 2.79 µM | hit rate 1.3% among 370,000;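 active = inhibition above about 21% made by adding two undisclosed values, limit read from the data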
TDP2 inh – TDP2 (human) inhibition, absorbance primary screen; O95551; recombinant TDP2, T5PNP hydrolysis, p-nitrophenol absorbance 415 nm; inhibition, % at 12.8 µM; hit rate 0.34% among 370,000;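 active = inhibition above the mean of all tested compounds plus 3 SD, set per campaign, cut at about 25% in these data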;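 note: 0% = DMSO with enzyme and 100% = buffer with substrate but no TDP2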
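test system = human TDP2 enzyme | input = TDP2 enzyme at 120 nM final | medium = 50 mM Tris-HCl pH 7.5 with Mg2+, KCl, DTT, BSA | also added = T5PNP substrate, 5 mM | times = 2 h at 37 °C | technique = epi absorbance | benchmarks = high control without enzyme, low control DMSO plus TDP2 | replication = each compound tested once, singlicate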
UHRF1 binding – human UHRF1 methylated DNA binding inhibitors; Q96T88; UHRF1 binding to methylated oligo, TR-FRET; inhibition, % at 4.4 µM; hit rate 0.75% among 370,000; in the data active = inhibition above about 21%;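 note: UHRF1 SRA domain binding a hemimethylated CpG hairpin DNA probe; 0% = median of test compound wells and 100% = reference inhibitor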
Active calls of the source: *; · = no result given.

Preview:
SMILES | DDE Tn7 FP inh | HTRA1 inh | TCR CD3 inh | PG9 Ab binder | LEDGF integ inh | mABHD4 FP | SIAE primary | PRMT1 inh | TDP2 inh | UHRF1 binding
CC(Sc1nc(C(F)(F)F)nc2ccccc12)C(=O)NC1CCCC1 (configuration not stated) | -1 | -2 | 1 | 0.8 | 3 | 0 | 2 | 0 | -9 | -1
CC1(C)CC(=O)C(C=NCC(O)c2ccccc2)=C(O)C1 (configuration not stated) | -1 | 2 | -4 | 0.1 | -3 | 0 | -5 | 6 | 9 | 0
Brc1ccc(/C=N/c2nc3ccccc3n2CCN2CCOCC2)cc1 | -4 | 0 | -6 | 1.0 | 1 | -6 | 9 | 1 | -10 | 0

Results, from the start:
SMILES | DDE Tn7 FP inh | HTRA1 inh | TCR CD3 inh | PG9 Ab binder | LEDGF integ inh | mABHD4 FP | SIAE primary | PRMT1 inh | TDP2 inh | UHRF1 binding
CC(Sc1nc(C(F)(F)F)nc2ccccc12)C(=O)NC1CCCC1 (configuration not stated) | -1 | -2 | 1 | 0.8 | 3 | 0 | 2 | 0 | -9 | -1
CC1(C)CC(=O)C(C=NCC(O)c2ccccc2)=C(O)C1 (configuration not stated) | -1 | 2 | -4 | 0.1 | -3 | 0 | -5 | 6 | 9 | 0
Brc1ccc(/C=N/c2nc3ccccc3n2CCN2CCOCC2)cc1 | -4 | 0 | -6 | 1.0 | 1 | -6 | 9 | 1 | -10 | 0
Cc1nnn(C23C[C@@H]4C[C@@H](CC(C(=O)N5CCN(c6ccccc6)CC5)(C4)C2)C3)n1 | 3 | 9 | 5 | -0.7 | 1 | 0 | 3 | -4 | 2 | -3
O=C(Nc1cccnc1)C1(c2ccccc2)CCCC1 | 6 | 2 | -7 | -0.7 | 3 | -6 | -1 | 6 | 8 | 23*
COc1cnc(-c2cccc(C(F)(F)F)c2)c(NC(=O)c2cc3ccccc3s2)n1 | 0 | · | 0 | 0.8 | -1 | -7 | 5 | 6 | 11 | 0
CN(CC(=O)Nc1ccncc1)S(=O)(=O)c1ccc(Br)cc1 | -3 | 2 | -2 | 0.0 | -5 | -1 | -2 | 1 | -7 | 0
O=C(NCc1cccnc1)C1CCCN(S(=O)(=O)c2ccc(Cl)cc2)C1 (configuration not stated) | 1 | -9 | 2 | -0.6 | -1 | 2 | 2 | 0 | -2 | 4
COc1ccccc1CNC(=O)c1cc(S(=O)(=O)N2CCCC2)cn1C | 6 | -2 | -8 | -0.1 | -2 | -5 | -6 | 3 | -1 | 1
CCOC(=O)N1CCN(CCC(=O)Nc2cc(OC)cc(OC)c2)CC1 | -4 | 2 | -1 | 0.4 | 1 | -2 | 9 | -3 | 3 | 1
CCOC(=O)C(Sc1nn(C)c(=S)s1)C(C)=O (configuration not stated) | -5 | 4 | -7 | -1.1 | 0 | 0 | -1 | 36* | -14 | 3
CCOc1ccc(N(CC(=O)N/N=C(\C)c2cccc(NC(C)=O)c2)S(=O)(=O)c2ccccc2)cc1 | 6 | -25 | -4 | 0.9 | -1 | 1 | -3 | 3 | -8 | 0
COc1cc(OC)cc(C(=O)NC(C)c2ccc(Br)cc2)c1 (configuration not stated) | 6 | 6 | 8 | 2.4 | -4 | 3 | -4 | 0 | -1 | -1
CCOC(=O)c1c(C)[nH]c(C(=O)OCC(=O)NCCc2ccc(OCC)c(OCC)c2)c1C | -4 | -1 | -3 | 0.1 | 2 | 3 | -2 | -1 | -20 | 0
CN1C(=O)CC(c2ccccc2)CC1=O | 1 | -2 | 4 | -0.9 | 0 | 1 | -9 | -4 | -1 | 0
COc1ccc(C2=NOC(C(=O)Nc3cc(C)on3)C2)cc1OC (configuration not stated) | 4 | -8 | 0 | -1.0 | 0 | -13 | -8 | 6 | 5 | 6
Cc1ccc2nc(N3CCN(Cc4ccc(F)cc4)C3=O)c(C)cc2c1 | 5 | -14 | 7 | -0.2 | -1 | 7 | 1 | 1 | -8 | -2
Cc1cc(C)c(NC(=O)c2ccc3c(c2)NC(=O)C(C)S3)c(C)c1 (configuration not stated) | 4 | -6 | -7 | -2.6 | -3 | 1 | 4 | 1 | 8 | 0
COc1ccc(CNC(=O)C(C)Cc2ccccc2)cc1O (configuration not stated) | -1 | -5 | -6 | -0.1 | -1 | -7 | -1 | -1 | -14 | 4
COc1ccc2nc(NC(=O)c3ccc(F)cc3)sc2c1 | -5 | 2 | 3 | -0.8 | -5 | 0 | -4 | 4 | -1 | 0
CC1CN(C2CCN(C(=O)COc3ccccc3)CC2)CC(C)O1 (configuration not stated) | -4 | 1 | -2 | -1.1 | 4 | 13 | -4 | 1 | 10 | -2
CC(C)(C)OC(=O)NC(=NCCCc1cn(CC(=O)N2CCN(C(=O)OC(C)(C)C)CC2)nn1)NC(=O)OC(C)(C)C | -7 | 3 | -4 | -2.3 | 1 | 3 | 3 | -1 | 4 | 1
COc1ccc(-n2c(=O)cc(N3CCN(c4ccccc4F)CC3)[nH]c2=O)cc1 | 8 | 4 | 2 | -0.7 | 0 | 5 | 3 | 2 | 0 | 3
COc1ccc(C(=O)N2CCN(S(=O)(=O)c3cc(Cl)ccc3OC)CC2)cc1 | 5 | 0 | 5 | -2.5 | -5 | 4 | 3 | -1 | -4 | -4
CCOC(=O)C1=CNS(=O)(=O)NC1c1ccc(C[C@H](NC(=O)CNC(=O)CCc2ccccc2)C(N)=O)cc1 (some centres not stated) | -4 | 7 | -2 | 0.1 | -4 | 4 | 5 | 2 | 8 | 0
The list continues.
SMILES | DDE Tn7 FP inh | HTRA1 inh | TCR CD3 inh | PG9 Ab binder | LEDGF integ inh | mABHD4 FP | SIAE primary | PRMT1 inh | TDP2 inh | UHRF1 binding
C=CCN1C(=O)C2C3CC(=O)C(c4ccccc43)C2C1=O (configuration not stated) | -1 | · | 4 | -1.2 | -2 | 5 | -5 | 1 | -12 | 7
COC(=O)C(NC(=O)CCc1c(C)nc2c(c(C)nn2-c2ccccc2)c1C)C(C)C (configuration not stated) | 1 | -6 | 3 | 0.4 | 4 | -4 | -1 | 0 | 18 | 6
COc1ccc(N2CCN(C(=O)c3cccc4nc(C)oc34)CC2)cc1 | 0 | -6 | 6 | -0.8 | -1 | 1 | -3 | -1 | -2 | 3
COc1ccc(CCNS(=O)(=O)CCNC(=O)c2ccccc2)cc1 | 2 | -6 | -6 | 0.8 | -1 | 4 | 7 | 2 | 2 | 0
CC1(C)Cc2c(cnn2-c2cccc(F)c2)C(NC(=O)Cn2cccn2)C1 (configuration not stated) | -3 | 4 | 3 | -1.3 | 4 | -2 | -4 | -2 | 6 | -4
CCSCc1nnc(SCC(=O)Nc2nc(C)cs2)n1C | -1 | · | 9 | 0.0 | 2 | -3 | 10 | -8 | 15 | 5
C#CCN(C[C@@H]1[C@@H](OC(=O)NCc2ccc(OC)c(OC)c2)[C@@H](OC(=O)NCc2ccc(OC)c(OC)c2)Cn2c(=O)ccc(=O)n21)S(=O)(=O)c1ccc(C)cc1 | 1 | -4 | -4 | -1.7 | -1 | -1 | 1 | 4 | -3 | 3
Cc1ccccc1OCCNC(=O)CSc1ccc(C(F)(F)F)cc1[N+](=O)[O-] | -8 | -14 | 4 | -0.4 | 1 | 1 | -1 | 0 | 0 | 0
O=C(NNC(=S)NCCCN1CCOCC1)c1ccncc1 | -6 | 0 | 16 | -1.9 | 2 | 0 | 6 | -2 | 7 | -1
CCc1ccc(S(=O)(=O)Nc2ccc(Br)cn2)cc1 | 0 | -2 | -5 | -1.2 | -6 | -1 | -2 | 0 | -4 | 2
CC(C)CCNc1nc2c(cc1C#N)COC(C)(C)C2 | -6 | -6 | 6 | -2.5 | 1 | 7 | -1 | 1 | -3 | 2
CCNC(=O)C1(C)CCCN1Cc1ccccc1Cl (configuration not stated) | -8 | · | -1 | -0.5 | 4 | -2 | -1 | -2 | -3 | 0
O=C(C[C@H]1C[C@H](C(=O)N2CCOCC2)[C@@]2(CCC3CCCC3)c3[nH]c4cc(-c5ccco5)ccc4c3CCN2C1=O)NCc1ccco1 | 8 | 2 | -11 | 0.0 | -5 | 0 | 0 | 22* | 2 | 0
NC(=O)C1(N2CCCC2)CCN(Cc2ccccc2)CC1 | 6 | 1 | -3 | -1.7 | -5 | 0 | -2 | 3 | 5 | 2
CC(=O)c1ccc(NC(=O)C(C)Oc2ccc(N(C)S(=O)(=O)c3ccc(C)cc3)cc2)cc1 (configuration not stated) | -1 | -33 | 0 | -2.6 | -3 | -11 | -6 | 0 | 1 | -3
COc1ncc(-c2ccc3c(c2)S(=O)(=O)c2cccc(C(=O)O)c2C3=O)cn1 | 2 | 6 | -4 | 0.7 | 2 | 8 | 5 | 1 | -3 | 6
O=C(Nc1nc2c(Cl)c(Cl)ccc2s1)C1CC1 | 7 | -25 | -8 | 0.6 | -2 | -14 | 0 | 1 | -5 | -2
Cc1ccc(C)c(N2CCN(C(=O)CCCOc3cc(=O)n(C)c4ccccc34)CC2)c1 | -5 | -24 | -1 | -0.2 | 0 | -4 | -4 | 5 | -14 | 1
COc1ccc(-c2cn3cccnc3n2)cc1Br | -4 | 4 | 3 | 1.4 | -4 | 0 | -1 | 3 | 11 | 5
CCCCn1c(N)c(N2CCOCC2)c(=O)n(CC(=O)NC(C)c2ccccc2)c1=O (configuration not stated) | 9 | 3 | 2 | -0.8 | 2 | -3 | 15 | -5 | 12 | -2
CC(C)=C(c1ccc(Cl)cc1)c1c(N)ncnc1N | 7 | 3 | 2 | -0.7 | -3 | -3 | -5 | 3 | -4 | 0
CCN(CC)S(=O)(=O)c1ccc(NC(=O)C2CCCO2)cc1 (configuration not stated) | -5 | 0 | 1 | -0.3 | -1 | 4 | -3 | 4 | 3 | 0
Cc1ccc(OCC(=O)N/N=C\c2ccncc2)c(C)c1 | -5 | -1 | -4 | -3.0 | 0 | -10 | 2 | 1 | -10 | 2
Cc1cc(NCc2ccc(F)cc2Cl)n2nnnc2n1 | -1 | -5 | -6 | -3.0 | -4 | 5 | 0 | 1 | 0 | -1
C=CS(=O)(=O)N(Cc1ccccc1)[C@H](CO)CC(C)C | 4 | -13 | 7 | -2.3 | 5 | 1 | 4 | -2 | -3 | -1
COc1ccc(CNC(=O)c2cc3c(=O)[nH]c4ccccc4c3n2C)cc1 | -1 | -2 | -4 | -0.8 | -4 | -1 | -7 | 3 | -2 | 2
CC1(C(=O)NS(=O)(=O)c2ccccc2)CCN1C(=O)c1cccc2ccccc12 (configuration not stated) | 0 | · | 6 | -0.3 | 4 | 1 | 2 | -1 | -5 | -3
CCOc1ccc(Oc2c(C)oc3cc(O)ccc3c2=O)cc1 | -1 | -1 | 3 | 0.0 | 1 | -1 | -3 | -3 | 5 | -1
NC1=Nc2cccc3cccc1c23 | 2 | 16 | 1 | -0.3 | -2 | 8 | 12 | -2 | 9 | -11
COCCCN(CCC#N)C(=O)c1c(-c2c(Cl)cccc2Cl)noc1C | -7 | 10 | -3 | -2.0 | -3 | 6 | -2 | 6 | -14 | -1

Screening results from PubChem BioAssay.
